LRH-1 inv ag – LRH-1 (NR5A2) inverse agonists, primary screen, cell-based, luminescence, HEK293T, StAR-luciferase reporter; inhibition, % at 3.6 µM; AID 602396, 2012; hit rate 0.13% among 360,000; LRH-1 transfected, 24 h; Nuclear receptor subfamily 5 group A member 2 (Homo sapiens), O00482;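 active means inhibition above the mean inhibition of all tested compounds plus 3 SD, cut at about 73% in these data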;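 further: 0% = DMSO wells and 100% = reporter-only cells lacking LRH-1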
Vif inh – HIV Vif self-association inhibitors, primary screen, imaging, HEK293T, single point; HEK293T cells, Vif self-association by quenched fluorescence, 24 h; inhibition, % at 7.49 µM; hit rate 0.35% among 340,000; in the data active means inhibition above about 50%, passing the limit was not always enough; further: some results filed as inactive read as strong as hits
NOD2-RIPK2 inh – NOD2-RIPK2 binding disruptors in cells, primary screen, fluorescence, CHO cells, BLA complementation; Receptor-interacting serine/threonine-protein kinase 2 (Homo sapiens), O43353; CCF4 ratio; inhibition, % at 4.98 µM; hit rate 0.38% among 360,000; AID 624267, 2012; in the data active means inhibition above about 21%;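 further: 0% = vehicle only and 100% = reference blocker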
TROY signal inh – inhibitors of TROY-driven NF-kB signaling, primary screen, Q293 LMP1-TROYcd cells, NF-kB luciferase, uHTS; Q293 LMP1-TROYcd NF-kB luciferase reporter, 4 h; inhibition, % at 10 µM; hit rate 0.98% among 360,000; AID 1347056, 2019;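 active means compounds whose plate-normalised and pattern-corrected inhibition of the luciferase reporter signal at the single screening dose is 50% or more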
SRC3 inh – SRC3 coactivator transcriptional activity inhibitors, primary screen, cell-based, luminescence. Nuclear receptor coactivator 3 (Homo sapiens), Q9Y6Q9. HEK293 GAL4-SRC3 luciferase reporter. inhibition, % at 3.6 µM. hit rate 0.17% among 360,000. AID 588352, 2011;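 active means inhibition above a per-campaign cutoff, the mean of all compounds plus 3 SD, cut at about 60% in these data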;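 further: 0% = DMSO-treated cells and 100% = gossypol-treated cells at 36 µM; higher means less SRC3-driven luciferase light from the GAL4 reporter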
SRC2 inh – inhibition of GAL4-SRC2 driven luciferase reporter, primary screen, SRC2 inhibitor project, cell-based, luminescence | Nuclear receptor coactivator 2 (Homo sapiens), Q15596 | HEK293 GAL4-SRC2 luciferase reporter | inhibition, % at 9 µM | hit rate 0.17% among 370,000 | AID 651957, 2012;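 active means inhibition above the mean inhibition of all tested compounds plus 3 SD, set per campaign, cut at about 52% in these data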;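 further: 0% = DMSO treated cells and 100% = cells given Gossypol at 36 µM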
TLR9-MyD88 block – inhibitors of TLR9-MyD88 association in cells, primary screen, cell-based, CHO, BLA complementation, fluorescence; hit rate 0.21% among 340,000; CCF4 FRET ratio; Toll-like receptor 9 (Homo sapiens) + Myeloid differentiation primary response protein …; inhibition, % at 4.98 µM; AID 504734, 2011;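 active means inhibition above the mean over all tested compounds plus 3 SD, cut at about 21% in these data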;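 further: 0% = DMSO only wells and 100% = clavulanate BLA inhibitor control wells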
SRC1 inh – SRC1 coactivator transcriptional activity inhibitors, primary screen, cell-based, luminescence; HEK293 GAL4-SRC1 luciferase reporter; inhibition, % at 3.6 µM; hit rate 0.12% among 360,000;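 active means inhibition above the campaign mean plus 3 SD, with each screening campaign given its own cutoff, cut at about 60% in these data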;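 further: 0% = DMSO treated cells and 100% = gossypol at 36 µM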
TRAIL sens C8 – viability loss with TRAIL in NB7+C8 cells, primary screen, TRAIL sensitizer project, cell-based, ATPlite luminescence | hit rate 1% among 360,000 | inhibition (viability loss, TRAIL sensitization), % at 10 µM;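 active means compounds causing at least 50% loss of cell viability in the single-dose screen, relative to plate controls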
EBV LMP1 NFkB – EBV LMP1-driven NF-kappaB luciferase reporter inhibitors, primary screen, cell-based, luminescence, single point; inhibition, % at 12.5 µM; hit rate 0.69% among 350,000; LMP1-induced NF-kappaB luciferase reporter cells; in the data active means inhibition above about 41%;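 further: 0% = neutral control wells and 100% = reference inhibitor control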
NR2F2 inh – NR2F2 transcriptional activity inhibitors, primary screen, cell-based, luciferase reporter, HEK293T, luminescence; COUP transcription factor 2 (Homo sapiens), P24468; HEK293T NGFI-A luciferase reporter; inhibition, % at 8.6 µM; hit rate 0.7% among 370,000;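 active means inhibition above a per-plate cutoff, mean inhibition of test wells between control levels plus 3 SD, cut at about 38% in these data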;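 further: cells cotransfected with COUP-TFII expression vector driving the NGFI-A reporter; 0% = median of COUP-TF2 test wells and 100% = reporter-only cells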
* = called active by the depositor; x = not tested or not shown. The list is partial (hit frequency here may not be typical).

Under each structure – SRC1 inh, NOD2-RIPK2 inh, TRAIL sens C8, NR2F2 inh, EBV LMP1 NFkB, TROY signal inh, SRC3 inh, SRC2 inh, Vif inh, LRH-1 inv ag, TLR9-MyD88 block
> COc1ccc(C(=O)NC(C)C2CC3CCC2C3)cc1 (centres undefined)
→ -41, -5, -2, 16, -6, -19, -4, -10, -13, -10, -7
> COc1ccc(N(C(=O)CNC(=O)c2ccco2)C(C(=O)NC2CCCCC2)c2ccco2)cc1 (centres undefined)
→ 0, -11, -4, -10, 7, 12, 2, -2, -10, -4, -7
> O=C1c2cccc3cc([N+](=O)[O-])cc(c23)C(=O)N1c1nncs1
→ -8, -16, -14, -4, 0, 2, 21, -1, 3, 5, 6
> CC(=O)Nc1ccccc1C(=O)C(=O)Nc1cccc(Br)c1
→ -43, 3, 20, 0, -3, -10, -15, -54, 3, -35, -2
> CCOc1ccc(CCNC(=O)COC(=O)C2=NNC(=O)CC2)cc1OCC
→ -13, -7, -7, 7, -9, 1, 17, 8, 14, 5, -21
> O=C(N/N=C/c1cccc(Oc2ccccc2)c1)c1ccc(O)cc1O
→ -44, -6, 21, -3, 1, 7, -5, -45, 24, -19, -6
> CC(C)(C)OC(=O)N1CCC(c2c(C(=O)N3CCN(C(=O)c4ccco4)CC3)cnn2-c2ccc(F)cc2)CC1
→ 15, 1, -9, 8, 1, -14, -4, -18, 15, -3, -4
> O=C(NNC(=O)c1ccc(Cl)c(Cl)c1)c1ccncc1
→ -11, -2, -9, 1, x, -6, 5, -15, -2, -26, x
> Cc1cc(SCC(=O)N/N=C/c2ccc(O)c(O)c2O)c(C)cc1Br
→ 10, 5, -2, -7, 7, 23, 21, 0, -6, 3, 6
> CCOC(=O)C1=C(C)N(C)C(C)=C(C(=O)OCC)C1c1ccccc1
→ -8, 53*, 9, 4, -5, -3, -7, 6, -5, -1, -25
> CCN(CC)S(=O)(=O)c1ccc(NC(=O)COC(=O)c2ccc(NC(=O)CC#N)cc2)cc1
→ -4, -5, 4, 3, -1, -8, -5, 5, -4, 1, 1
> CSc1nnc(-c2cc[n+](C)cc2)n1CCO
→ 0, -13, -5, -10, 0, 7, -3, -13, -14, 1, -15
> CC(CCc1ccccc1)NC(=O)C1CCN(S(=O)(=O)N2CCOCC2)CC1 (centres undefined)
→ -9, -8, -2, 0, 2, -6, 23, -5, -1, -11, -13
> Cc1ccc(NC(=O)C(NCc2ccccn2)c2ccccc2)cc1 (centres undefined)
→ -37, -13, -3, -3, -20, -81, -28, -42, -2, -29, 5
> COc1ccc(S(=O)(=O)N2CCCCC2)cc1NC(=O)c1ccc(OC)c(OC)c1
→ -2, 3, -2, -5, 3, 5, 9, -11, -1, 15, 3
> CCOc1ccccc1NC(=O)CN1CCC(C(=O)c2ccc(F)cc2)CC1
→ -9, 2, 14, 12, 3, 16, 0, 27, 4, 8, -1
> O=C(c1cc(F)c(F)cc1Cl)N1CCN(c2ncccn2)CC1
→ 3, -6, -3, 0, 2, 14, -17, 11, -1, -2, 7
> CN(CC(=O)Nc1ccccc1Br)C(=O)CCSc1ccc(F)cc1
→ -6, -9, 1, -14, 9, 13, 9, 12, -7, 6, 6
> O=C(Nn1cnnc1)c1ccccc1Cl
→ 10, 2, 8, -16, 0, -21, 3, -71, x, -2, 0
> CN1C(=O)/C(=C2\SC(N3CCCCCC3)=NC2=O)c2ccccc21
→ -79, 3, 51*, -54, -16, -67, -66, -49, -2, -90, -2
> O=C(NC1CS(=O)(=O)CC1NCc1ccco1)c1ccccc1 (centres undefined)
→ -15, -10, 18, 11, -2, -9, 10, 3, -5, -8, -9
> Cc1ccc(C2(C)NC(=O)N(CC(=O)Nc3cc(S(=O)(=O)N(C)C)ccc3C)C2=O)cc1 (centres undefined)
→ -17, 8, 16, -10, -8, 7, -16, -1, -1, 20, 2
> CCn1c(C)nc2cc(C(=O)NNC(=O)CCC3CCCC3)ccc21
→ 3, -8, -8, -3, -8, -18, 6, -15, -1, -9, 1
> COc1ccc(-n2nc(C(=O)N(C)C3CCCCC3)c3ccccc3c2=O)c(OC)c1
→ 7, 0, 20, 12, -2, 10, 16, -19, -10, 16, -5
> O=C(NCC1CCCN(Cc2nccs2)C1)c1cccc2ccccc12 (centres undefined)
→ -84, -5, -7, 22, -6, -22, 3, 9, 3, 3, 1
> CCOc1ccc(N(C)Cc2cc(=O)oc3ccc(OC)cc23)cc1
→ -6, 6, 4, 7, 2, 4, -6, 19, -6, -7, -7
> COc1ccc(C(=O)Nc2ncc3c(n2)CC(C)CC3=O)cc1 (centres undefined)
→ -14, -19, 12, -6, -6, -17, 10, 1, 6, -1, 6
> Cc1ccc(OCCC(=O)OC(C)C(=O)Nc2c(C)n(C)n(-c3ccccc3)c2=O)cc1 (centres undefined)
→ -3, -2, -6, 9, 7, 3, 5, -18, -11, 15, 2
> Cc1ccc(/C=C/c2nnc(-c3cccc(C)c3)o2)cc1
→ -6, -6, 4, -21, -12, -50, 3, -26, -2, 21, -1
> CCCNNC(=O)C(O)(c1ccccc1)c1ccccc1
→ 8, 7, 3, 13, 4, -17, 21, -8, 4, -7, 5

Arranged by count of non-hydrogen atoms (highest first): some entries from above.
Under each structure – SRC1 inh, NOD2-RIPK2 inh, TRAIL sens C8, NR2F2 inh, EBV LMP1 NFkB, TROY signal inh, SRC3 inh, SRC2 inh, Vif inh, LRH-1 inv ag, TLR9-MyD88 block
> Cc1ccc(C2(C)NC(=O)N(CC(=O)Nc3cc(S(=O)(=O)N(C)C)ccc3C)C2=O)cc1 (centres undefined)
→ -17, 8, 16, -10, -8, 7, -16, -1, -1, 20, 2
> O=C(NCC1CCCN(Cc2nccs2)C1)c1cccc2ccccc12 (centres undefined)
→ -84, -5, -7, 22, -6, -22, 3, 9, 3, 3, 1
> CCCNNC(=O)C(O)(c1ccccc1)c1ccccc1
→ 8, 7, 3, 13, 4, -17, 21, -8, 4, -7, 5

Going on with the list:
Under each structure – SRC1 inh, NOD2-RIPK2 inh, TRAIL sens C8, NR2F2 inh, EBV LMP1 NFkB, TROY signal inh, SRC3 inh, SRC2 inh, Vif inh, LRH-1 inv ag, TLR9-MyD88 block
> O=C(CSc1nnc2ncccn12)N1CCCCCC1
→ 1, -4, -9, 4, -1, -3, -12, -17, 4, 1, 2
> Cc1cc(=O)oc2cc(OCc3ccc(S(=O)(=O)N4CCOCC4)cc3)ccc12
→ 14, -2, -7, 18, 2, -6, 6, 0, 1, 39, -3
> CC(C)CN=C(NS(=O)(=O)c1ccccc1)C(Cl)(Cl)Cl
→ 3, -1, -23, 21, 19, 51*, 47, 35, 9, 23, 17
> O=C(NC1CCCC1)C1CCCN(S(=O)(=O)c2ccc(F)cc2)C1 (centres undefined)
→ 10, 1, 4, -3, -10, 9, 7, -27, 13, -12, 9
> Cc1cccc(-n2c(-c3csc(C)c3C)n[nH]c2=S)c1
→ -5, -11, -1, -3, -4, 3, -10, -6, -7, -15, -9
> Cc1ccc(C(=O)CSc2nnc(COc3cccc(C)c3)o2)cc1
→ -1, -2, 2, -3, -3, 12, 2, 14, 12, 11, 1
> COc1ccccc1-c1nnc(NC(=O)C2CCCN2S(=O)(=O)c2cccs2)o1 (centres undefined)
→ -12, -3, -8, 2, -4, 2, -14, -23, 26, -4, 1
> Cc1ccc(-c2nn(CCC(=O)NN3CCOCC3)c(=O)c3ccccc23)cc1
→ -1, 3, -5, 19, x, -11, -6, 4, -5, 18, x
> CN(C)c1ccc(CN2CCCCC2)cc1
→ 3, -2, -2, -1, -5, 6, -5, -3, -5, -2, 6
> Cc1ccc(C(=O)C2CC2)c(C)c1
→ -9, 4, -11, 1, 1, -10, -10, 8, -4, -5, 0
> CC(=O)Nc1cccc(NC(=O)C2CCCN2C(=O)Nc2ccc(Cl)cc2)c1 (centres undefined)
→ -22, 4, -6, -7, 3, -13, -5, 12, -4, 5, 1
> O=C(Oc1ccc(-c2nc(-c3ccccn3)no2)cc1)c1ccccc1
→ -144, -12, 72*, -37, 1, 60*, -115, -53, x, -147, 3
> NC(=S)Nc1cccc2cn[nH]c12
→ -66, -7, -8, -17, 1, 8, -2, -28, 8, -9, -4
> Cc1c(NC(=O)CSc2ncnc3c2cnn3-c2ccccc2)c(=O)n(-c2ccccc2)n1C
→ -1, 3, -2, -7, 8, 5, -5, -8, -14, 6, 4
> COc1ccc(CC(=O)OCC(=O)NC2CCCCC2)cc1
→ -9, -19, 7, -8, -2, -9, 2, 24, 1, 8, 7
> COc1ccc(NC(=S)N2CCC3CC2c2c(Cl)cccc23)c(OC)c1 (centres undefined)
→ 13, 9, 6, 17, 7, 6, -13, 13, x, -11, -5
> O=C(c1cccc(F)c1)N1CCN(C(=O)C2CC2)CC1
→ -8, 1, 2, 7, -13, 0, -35, 12, 0, -4, -4
> CCN(CC)C(=O)c1sc2[nH]c(=S)n(-c3ccccc3)c(=O)c2c1C
→ -13, 4, 19, -36, 6, 3, -12, 21, -1, 4, -3
> C/C(=N\Nc1cc(C)nc(NCc2ccccc2)n1)c1ccc([N+](=O)[O-])cc1
→ -33, -2, 5, 12, 6, 26, 8, -22, -2, 8, 8
> CCc1nc(SCC(=O)Nc2c(C)n(C)n(-c3ccccc3)c2=O)n[nH]1
→ -8, 8, -7, 8, 5, -5, -5, -6, -9, 6, -15
> Cc1ccc(S(=O)(=O)N2CCN=C2SC(C)c2ccccc2)cc1 (centres undefined)
→ -36, -3, 0, 1, 0, 13, 6, -21, -8, -37, 9
> O=C(NN=Cc1ccc(F)cc1)c1cccc(S(=O)(=O)N2CCCC2)c1
→ -3, -9, -12, 19, 0, -26, 0, -17, -1, -35, 14
> COc1cnc(N(C)C)nc1Sc1ccc(Cl)cc1
→ -4, 2, -16, -7, 3, 1, -7, -5, 16, 14, 2
> COc1ccc(CCNC(=O)C2CCN(S(=O)(=O)c3ccc(NC(C)=O)cc3)CC2)cc1OC
→ 18, -13, -10, 23, 7, 15, 8, -36, x, 4, -7
